NALP3 yeast inh – blocks the NALP3 inflammasome reconstituted in yeast; Yeast reconstituted NLRP3/ASC/caspase-1, beta-gal luminescence, 24 h; inhibition, % at 10 µM; hit rate 0.39% among 330,000;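 active means inhibition of 50% or more; inactive means inhibition below 50%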;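 further: plate controls were induced DMSO wells for no effect and uninduced yeast grown without galactose for full effect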
SENP8 block-1 – inhibitors of human SENP8 protease | Q96LD8 | purified SENP8, Z-RLRGG-aminoluciferin cleavage, luminescence | inhibition, % at 10 µM | hit rate 1.2% among 330,000 | AID 2540; in the data active means inhibition above about 50%
HKDC1 inh – blocks human hexokinase HKDC1 activity. inhibition, % at 20 µM. recombinant HKDC1, G6PDH/diaphorase resazurin coupled fluorescence. Q2TB90. hit rate 0.16% among 340,000;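 active means inhibition above about 35% when tested at 20 µM, limit read from the data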;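 further: plate controls were DMSO wells with enzyme for no effect and DMSO wells lacking enzyme for full effect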
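Assay system: in-house recombinant HK5 (HKDC1) enzyme. Input: HKDC1 at 5 µg/mL. Medium: Tris pH 8.0 buffer with MgCl2, Tween-20, BSA, BME. Dosing: single 20 µM dose. Schedule: 90 min reaction incubation at room temperature, dark. Signal: resazurin-to-resorufin fluorescence via G6PDH and diaphorase coupling, 525/613 nm. Controls: DMSO-enzyme wells negative, buffer-substituted wells positive.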
SENP1 FRET inh – inhibitors of human SENP1 SUMO protease catalytic domain. Q9P0U3. recombinant SENP1 catalytic domain, CyPet-SUMO1-YPet FRET cleavage. inhibition, % at 10 µM. hit rate 0.21% among 360,000;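 active means inhibition at least 30% at 10 µM, raw YFP signal under a set limit, fluorescence ratio 0.5 to 1.5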;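 further: 0% = enzyme with DMSO and 100% = no enzyme wells; some results filed as inactive read as strong as hits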
Target sequence (Q9P0U3 419-644 limits assumed): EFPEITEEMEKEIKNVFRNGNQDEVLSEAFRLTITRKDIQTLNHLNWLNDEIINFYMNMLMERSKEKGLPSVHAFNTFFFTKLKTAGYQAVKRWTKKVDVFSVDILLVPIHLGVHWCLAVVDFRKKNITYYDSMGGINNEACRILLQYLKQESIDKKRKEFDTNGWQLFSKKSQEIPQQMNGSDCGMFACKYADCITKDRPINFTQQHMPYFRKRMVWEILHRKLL
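Test system: recombinant human SENP1 catalytic domain, His6-tagged / Medium: pH 8 Tris buffer with EDTA, NaCl, BME, BSA, NP40, catalase / Also added: SUMO1 FRET substrate flanked by Cypet and Ypet, 25 nM / Times: 50 min reaction at room temperature / Signal: FRET, CFP and YFP emission / Control set: no-enzyme low control and enzyme-plus-DMSO high control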
SENP6 inh – inhibitors of human SENP6 protease; hit rate 1.8% among 330,000; Recombinant SENP6 catalytic domain, aminoluciferin luminescence; inhibition, % at 10 µM; Q9GZR1;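 active means inhibition above about 50% at the single tested dose, limit read from the data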;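 further: plate controls were DMSO wells with enzyme for no effect and DMSO wells lacking enzyme for full effect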
Target sequence (Q9GZR1 628-1112 limits assumed): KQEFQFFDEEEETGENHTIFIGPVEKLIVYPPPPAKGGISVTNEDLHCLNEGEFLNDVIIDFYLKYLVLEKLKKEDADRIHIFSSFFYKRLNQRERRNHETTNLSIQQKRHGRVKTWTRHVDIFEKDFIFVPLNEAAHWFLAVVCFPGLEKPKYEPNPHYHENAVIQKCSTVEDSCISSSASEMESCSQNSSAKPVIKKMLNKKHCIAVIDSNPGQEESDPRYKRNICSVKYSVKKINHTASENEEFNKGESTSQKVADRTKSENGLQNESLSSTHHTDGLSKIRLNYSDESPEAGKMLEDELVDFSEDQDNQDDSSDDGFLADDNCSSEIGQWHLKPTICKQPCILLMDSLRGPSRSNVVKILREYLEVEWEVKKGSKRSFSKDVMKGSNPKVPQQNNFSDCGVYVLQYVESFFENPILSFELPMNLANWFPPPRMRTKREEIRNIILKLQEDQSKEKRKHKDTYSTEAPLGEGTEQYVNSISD
SENP8 block-2 – inhibitors of human SENP8 protease. recombinant SENP8, Nedd8 substrate fluorescence. inhibition, % at 20 µM. hit rate 0.64% among 360,000. AID 602440; in the data active means inhibition mostly above about 40%, no sharp cut-off; inactive means mostly below about 27%
SENP7 inh – inhibitors of human SENP7 protease; hit rate 1.5% among 330,000; recombinant SENP7, Z-RLRGG-aminoluciferin luminescence, 40 min; inhibition, % at 5 µM; Q9BQF6;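 active means inhibition above about 50% at the single test dose, limit read from the data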;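 further: plate controls were DMSO with enzyme for no effect and no enzyme buffer wells for full effect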
Target sequence (Q9BQF6 706-1050 limits assumed): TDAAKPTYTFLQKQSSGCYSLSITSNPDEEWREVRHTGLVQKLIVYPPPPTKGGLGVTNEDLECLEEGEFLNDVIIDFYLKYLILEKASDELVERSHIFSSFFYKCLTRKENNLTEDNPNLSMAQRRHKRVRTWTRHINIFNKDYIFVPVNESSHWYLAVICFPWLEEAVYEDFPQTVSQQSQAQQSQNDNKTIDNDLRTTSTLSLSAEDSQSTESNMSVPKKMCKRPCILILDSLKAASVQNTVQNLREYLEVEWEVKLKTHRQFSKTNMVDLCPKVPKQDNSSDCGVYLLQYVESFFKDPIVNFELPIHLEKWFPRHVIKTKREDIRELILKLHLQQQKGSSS
Apaf1 inhib – inhibitors of human Apaf-1 apoptosome. AID 489030. O14727. hit rate 0.71% among 330,000. inhibition, % at 20 µM. reconstituted apoptosome caspase-3 activity, DEVD-Rh110 fluorescence; active means inhibition of at least 40% at 20 µM;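 further: plate controls were DMSO wells for no effect and DEVD-CHO caspase inhibitor wells for full effect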
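Medium: Hepes buffer, pH 7.5 / System: biochemical Apaf-1 apoptosome reconstitution / Measured by: Rh110 fluorescence, excitation 480 nm, emission 540 nm / Times: compound with Apaf-1, dATP, procaspase-3 30 min, then 50 min reaction, room temperature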
PfG6PD inh – PfG6PD (Plasmodium falciparum) enzyme inhibition | PfGluPho enzyme, NADPH resazurin-diaphorase fluorescence | inhibition, % at 20 µM | hit rate 0.78% among 350,000;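 active means inhibition reaching at least a set limit at 20 µM in the primary screen, cut at about 59% in these data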;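 further: 0% = DMSO wells with substrate and 100% = DMSO wells lacking glucose-6-phosphate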
* = called active by the depositor. Not a hit list, and some 4.1% of all compounds hit somewhere here.

The opening four records, to show the layout:
Compound | NALP3 yeast inh | SENP8 block-1 | HKDC1 inh | SENP1 FRET inh | SENP6 inh | SENP8 block-2 | SENP7 inh | Apaf1 inhib | PfG6PD inh
COc1ccc(OC)c(NC(=O)COC(=O)c2cc3c(s2)CCC3)c1 | 14 | -8 | 5 | -57 | -61 | -193 | -10 | 12 | -20
OCCC1CN(CC2CCCCC2)CCN1C1CCCC1 (stereo not given) | 24 | 2 | -7 | 0 | 6 | 14 | 8 | -10 | -12
COC(=O)CNC(=O)c1cccc(Cl)c1 | -7 | -4 | -5 | 4 | -9 | 0 | -1 | -4 | -5
CCCC(=O)Nc1ccc(Cc2ccc(NC(=O)CCC)c(C(=O)O)c2)cc1C(=O)O | 5 | 3 | -5 | 0 | 4 | -39 | 1 | 22 | -38

Results (from the top)
Compound | NALP3 yeast inh | SENP8 block-1 | HKDC1 inh | SENP1 FRET inh | SENP6 inh | SENP8 block-2 | SENP7 inh | Apaf1 inhib | PfG6PD inh
COc1ccc(OC)c(NC(=O)COC(=O)c2cc3c(s2)CCC3)c1 | 14 | -8 | 5 | -57 | -61 | -193 | -10 | 12 | -20
OCCC1CN(CC2CCCCC2)CCN1C1CCCC1 (stereo not given) | 24 | 2 | -7 | 0 | 6 | 14 | 8 | -10 | -12
COC(=O)CNC(=O)c1cccc(Cl)c1 | -7 | -4 | -5 | 4 | -9 | 0 | -1 | -4 | -5
CCCC(=O)Nc1ccc(Cc2ccc(NC(=O)CCC)c(C(=O)O)c2)cc1C(=O)O | 5 | 3 | -5 | 0 | 4 | -39 | 1 | 22 | -38
CCc1cc2cc(C)ccc2nc1SCC(=O)Nc1cc(C)on1 | 14 | 4 | -2 | -2 | 8 | 8 | 1 | 10 | -10
CCCOCCc1nnc(N)s1 | -13 | -5 | -1 | 1 | 1 | 14 | -1 | -25 | 8
CCc1ccc(/C=N/n2c(COc3ccccc3)n[nH]c2=S)cc1 | 30 | 7 | 1 | 3 | 0 | 20 | 5 | 18 | -8
CCN(C(=O)Cn1c(=O)oc2cc(S(=O)(=O)N3CCCC3)ccc21)c1ccc(OC)cc1 | 9 | 2 | -6 | 3 | -1 | -2 | -6 | 5 | -7
O=C(CCN1CCCCC1)N=Nc1c(O)[nH]c2ccccc12 | 0 | -4 | -5 | 2 | -1 | -6 | -6 | 10 | 7
CCN(CC(=O)Nc1ccccc1C(F)(F)F)C(=O)CCSc1ccc(F)cc1 | 3 | -9 | 0 | 1 | -9 | 17 | -13 | 13 | -10
COc1cccc(CNC(=O)CCSCc2ccccc2F)c1 | 8 | -17 | 4 | -1 | -16 | 21 | -4 | 15 | 1
CC(=O)c1cccc(NC(=O)c2sc3nc4n(c(=O)c3c2C)CCCC4)c1 | 11 | -13 | 0 | -2 | -12 | -4 | -11 | 3 | 10
CC(C)CN(C(=O)CSc1nn(-c2ccc(Cl)cc2)c(=S)s1)C1CCS(=O)(=O)C1 (stereo not given) | 17 | 2 | -3 | 0 | -8 | 6 | 3 | 17 | 3
Cc1nonc1C(=O)N1CCCC(Nc2ccc(C(C)C)cc2)C1 (stereo not given) | 35 | 6 | 1 | 1 | -5 | 6 | 3 | 5 | 6
CCCCCCCCOC(=O)c1nc(Cl)c(Cl)c(N)c1Cl | 11 | -4 | -6 | 0 | 5 | -2 | -10 | 9 | 14
CCOc1ccc(CN=C(N)N=C(N)N)cc1Cl | 11 | -2 | 5 | 3 | -10 | 23 | -7 | -16 | -5
c1ccc2c(C3=NNC(=NC4CC4)SC3)c[nH]c2c1 | -17 | 36 | -3 | -6 | 63* | -7 | 30 | 0 | 10
Cc1cc(NC(=O)COC(=O)c2ccc(F)c(S(=O)(=O)N3CCOCC3)c2)no1 | 18 | -1 | -4 | 2 | -25 | 13 | -8 | -2 | 5
NC(=O)C1CCN(C(=O)CCC(=O)c2ccc(F)cc2)CC1 | 9 | -5 | -4 | -5 | -14 | 10 | 7 | -3 | 5
COc1cc(/C=C/C(=O)OCC(=O)NC(=O)NC(C)(C)C)ccc1O | -20 | 2 | 3 | -62 | -12 | -263 | 7 | -10 | 16
COc1cc(OC)cc(C(=O)N[C@H](C(=O)OCC(=O)Nc2cccc(F)c2)C(C)C)c1 | 13 | 4 | 0 | 0 | -2 | 1 | 0 | 8 | 8
O=C(Cc1ccc(Cl)cc1)NCC(=O)N1CCN(c2ccccc2)CC1 | 20 | -4 | -4 | 2 | -3 | 10 | -3 | 9 | -11
CC(C)c1ccc(OCC(=O)Nc2ccc(S(=O)(=O)Nc3ccccn3)cc2)cc1 | 14 | 1 | 3 | 0 | -8 | -195 | 11 | 8 | 4
CC1CCN(C(=O)CSc2nc3ccccc3c(=O)n2Cc2ccc3c(c2)OCO3)CC1 | 12 | -2 | 16 | 3 | -9 | 9 | -2 | 18 | -10
Nc1ccc2c(c1)Cc1cc([N+](=O)[O-])ccc1-2 | 18 | -14 | -9 | -25 | -7 | 6 | -9 | -15 | 6
CCCc1cc(=O)oc2cc(C)cc(OCC(=O)NCCCN3CCCC3=O)c12 | -12 | 9 | -4 | -1 | 7 | -400 | -1 | -5 | 5
COc1ccc(CCNC(=O)c2c(O)c3cccc4c3n(c2=O)CC4)cc1OC | 17 | 5 | -1 | -6 | -12 | -33 | -2 | 20 | -33
CC(=O)Nc1ccc(NC(=O)CN2C(=O)NC3(CCCCCCC3)C2=O)cc1 | 11 | -16 | -5 | 1 | -31 | 16 | -17 | 6 | -1
COc1ccc(CN2CC(C(=O)NCCCN3CCCCCC3)CC2=O)cc1 (stereo not given) | 15 | 2 | -6 | -10 | -12 | 23 | -8 | 16 | 10
COc1ccc(NCc2nnc(SCC(=O)Nc3ccc(OC)cc3OC)o2)cc1 | 10 | 0 | -7 | -2 | 2 | 6 | 4 | 2 | -11
O=S(=O)(NC1=NCCCCC1)c1ccc2sc(NS(=O)(=O)c3ccc4ccccc4c3)nc2c1 | 5 | 4 | -3 | 4 | -6 | 8 | 9 | -19 | 20
COc1cc2[nH]c(=S)n(NC(=O)CC(C)C)c(=O)c2cc1OC | -6 | -5 | -6 | 1 | 8 | 7 | 5 | -4 | 3
CC1CCN(CCCCOc2ccc(Cl)cc2)CC1 | 24 | -14 | 1 | 0 | 0 | 15 | -4 | 5 | -6
CCC(Cc1ccccc1)NC(=O)Cn1cccc1C(=O)c1ccccc1 (stereo not given) | 8 | 6 | 5 | -1 | -8 | 2 | 3 | 12 | -7
CN(CC(=O)Nc1ccc(Cl)c(Cl)c1)C(=O)CNC(=O)C1CCCCC1 | 30 | 1 | 2 | 1 | -8 | 2 | 8 | -1 | -7
CC1CC(CCC(=O)NC(=S)Nc2ccc(Cl)cn2)C(=O)O1 (stereo not given) | 15 | -8 | -1 | 1 | -8 | 11 | 0 | -15 | -7
CN(C)S(=O)(=O)c1cccc(NC(=O)c2cc3ccccc3o2)c1 | -60 | -2 | -4 | 3 | -3 | 17 | 4 | 25 | 11
O=C(CCC1CCCN(C(=O)C2=CCCC2)C1)N1CCN(c2ccccn2)CC1 (stereo not given) | -1 | 4 | 1 | -1 | 4 | -4 | 3 | 4 | -9
Cc1ccc(C(=O)NNC(=O)/C=C\C(=O)O)cc1 | 9 | 4 | -4 | 2 | -8 | 26 | 3 | -29 | 8
Cc1[nH]c(=O)[nH]c(=O)c1S(=O)(=O)Nc1cccc([N+](=O)[O-])c1C | 10 | -3 | -2 | 1 | -4 | 14 | 3 | -4 | -25
NS(=O)(=O)c1ccc(CCNC(=O)CCS(=O)(=O)c2ccc(Br)cc2)cc1 | 5 | -6 | 1 | 2 | -16 | 15 | -2 | -214 | 3
N#CC1=C(S)N(c2ccc(F)cc2)C2(CCCCC2)NC1=O | 11 | -2 | -8 | 3 | 10 | -4 | 6 | -2 | 10
CCn1c(COc2ccc(=O)n(-c3ccccc3)n2)nnc1SCc1ccccc1 | 19 | -6 | 4 | -1 | -13 | 12 | 8 | 3 | 7
Cc1cccc(CCNC(=O)COc2cc(=O)n(C)c3ccccc23)c1 | 10 | -10 | -8 | 0 | -4 | 8 | -8 | 6 | 18
CCC(=O)Nc1cccc(-n2nnnc2SCC(=O)c2ccc(C)c(C)c2)c1 | -6 | 5 | -7 | 0 | 29 | 15 | 8 | 13 | 31
CN1CCN(c2ccc(-c3cccc(NC(=O)COc4ccccc4)c3)nn2)CC1 | 14 | 7 | 2 | 1 | 28 | 18 | 14 | 47* | 1
N#Cc1nc(-c2ccco2)oc1NCc1cccnc1 | 14 | 0 | 0 | -3 | -5 | -85 | 3 | -11 | -13
C=CCNC(=O)CCCOc1ccc(C)cc1 | -3 | -4 | -2 | 2 | 2 | 8 | 3 | -10 | -2
Cc1nnc(SCC(=O)n2c3c(c4ccccc42)CCCC3)s1 | 0 | -6 | 2 | -1 | -12 | 9 | 1 | 20 | 27
COC(=O)c1ccc(C2C(C(=O)c3cc4ccccc4o3)=C(O)C(=O)N2CCN2CCOCC2)cc1 (stereo not given) | -13 | 2 | -2 | -1 | -5 | -2 | -1 | -11 | -5

(more compounds)
Compound | NALP3 yeast inh | SENP8 block-1 | HKDC1 inh | SENP1 FRET inh | SENP6 inh | SENP8 block-2 | SENP7 inh | Apaf1 inhib | PfG6PD inh
COc1ccccc1N1CCN(C(c2cc3cc(C)ccc3[nH]c2=O)c2nnnn2C2CCCC2)CC1 (stereo not given) | -2 | 0 | 3 | 2 | 7 | 2 | 4 | 10 | 16
CCOC(=O)c1c(/N=C/c2ccccc2O)sc2c1CCC2 | 5 | 9 | -13 | -29 | 4 | -7 | 11 | 25 | 9
Cc1ccccc1C(=O)N1CCN(c2ccc(NC(=O)CSc3ccc(Cl)cc3)cc2)CC1 | 16 | -9 | 1 | 5 | -44 | 15 | -1 | 24 | -3
CCn1c(CCC(=O)Nc2ccccc2F)nnc1SCC(=O)Nc1ccc(OC)cc1 | -2 | 4 | 7 | 0 | -7 | 5 | -1 | -5 | 1
O=C(Cc1ccccc1)NC1(O)C(=O)c2ccccc2C1=O | 22 | 30 | -5 | 2 | 42 | 50* | 13 | 85* | 3
COc1ccc(C(=O)NCc2nnc(SCC(=O)NC3CCCCC3)o2)cc1 | 0 | -1 | -2 | 0 | 1 | -3 | -5 | -9 | -3
O=c1[nH]c(N/N=C/c2ccccc2Br)nnc1-c1ccccc1 | 13 | -6 | 3 | 0 | 2 | -26 | -6 | 14 | 5
N#CC(C#N)=Cc1cccn1-c1ccc(S(N)(=O)=O)cc1 | 5 | -2 | 1 | 0 | -9 | -13 | 9 | -3 | -10

Bioassay records as filed in PubChem BioAssay.
